Screens as filed in PubChem.
MKP-3 inhibition – inhibition of rat DUSP6 enzyme activity – biochemical, in vitro, primary screen (AID 425) | 0.17% of 110,000 active | recombinant MKP-3 phosphatase activity, fluorescence; higher % means a stronger effect | inhibition, % at 20 µM, or IC50 in µM where a hit was titrated; in the data active means inhibition above about 50%;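 further: plate controls were vehicle for no effect and reference inhibitor for full effect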
Hsp70 displacement – Hsp70 inhibitors, probe displacement, primary screen, biochemical, fluorescence polarization (AID 583) | Hsp70 fluorescence polarization probe displacement, mP; higher % means a stronger effect | 0.06% of 140,000 active | displacement, % at 20 µM, or IC50 in µM where a hit was titrated; in the data active means displacement above about 50%;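 further: plate controls were vehicle for no effect and reference ligand for full effect; a part of the inactive calls stands beside numbers as strong as those of hits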
An asterisk follows results filed as active; / = no result given. Some of the compounds tested; the hit share may differ from the screen's.

MKP-3 inhibition	Hsp70 displacement	SMILES
-4.0%	-1.6%	COc1ccc(N2CCN(c3oc(COc4ccccc4Cl)nc3C#N)CC2)cc1
-2.9%	/	Cc1ccc(NC(=O)CS(=O)(=O)c2cn(C)c3ccccc23)c(C)c1
-0.4%	-0.2%	COc1ccc(-c2nnc(-c3sc4ccccc4c3Cl)o2)cc1
3.5%	-2.2%	COc1ccc(CN2CCN(Cc3cccc([N+](=O)[O-])c3)CC2)c(OC)c1
/	3.1%	CCOC(=O)c1c(N)n(C2CC(C)(C)NC(C)(C)C2)c2nc3ccccc3nc12
/	-3.3%	O=C1NC2(CCCC2)N=C1c1ccc(F)cc1
/	6.4%	Cc1cccc(C(=O)Oc2csc(=S)n2C(=O)c2cccc(C)c2)c1
-12.0%	-2.4%	COc1cc(C(=O)Nc2nc(N)n(-c3ccccc3)n2)cc(OC)c1OC
6.0%	10.3%	CC1=C/C(=N\N=C2\NC(=O)C(CC(=O)Nc3ccc(C(=O)O)cc3)S2)CC(C)(C)C1 (stereo not given)
-8.1%	4.0%	CCOc1ccc(-c2nnn(CC(=O)c3ccc4c(c3)OCCO4)n2)cc1
-6.5%	3.1%	CCOCCCNC(=O)c1ccc(OC(C)=O)cc1
-0.2%	5.0%	CCCCSc1nnc2c(n1)OC1(Nc3ccccc3-2)C(=O)Nc2ccc(F)cc21 (stereo not given)
/	-1.6%	CCOC(=O)CSc1nc2ccc(C)cc2[nH]1
-13.3%	1.2%	Nc1nnc(SCC(=O)c2ccccc2)s1
-2.8%	3.1%	CCOc1ccccc1NC1=C(Cl)C(=O)N(c2ccc(Cl)cc2)C1=O
0.4%	5.8%	O=C(CSc1nc(O)c(C(c2ccccc2)c2ccccc2)c(=O)[nH]1)N1CCOCC1
/	0.0%	COc1ccc(N2CC(C(=O)O)CC2=O)cc1 (stereo not given)
3.6%	-3.2%	OC(COc1ccc(C23CC4CC(CC(C4)C2)C3)cc1)CN1CCN(c2ccc(F)cc2)CC1 (stereo not given)
-10.2%	1.3%	CC(C(=O)NC1=NCCS1)N1C(=O)c2ccccc2C1=O (stereo not given)
/	-4.2%	COc1ccc(SCC(=O)c2cc(C)c(OC(=S)N(C)C)c(C)c2)cc1
3.7%	3.0%	Cc1c(NC(=S)NC(NC(=O)c2ccccc2Cl)C(Cl)(Cl)Cl)c(=O)n(-c2ccccc2)n1C (stereo not given)
2.4%	-1.4%	NS(=O)(=O)c1ccc(NC(=O)/C(=C\c2ccc(Br)cc2)NC(=O)c2ccccc2)cc1
/	-0.6%	CCOc1ccccc1NC(=O)C1CC(=O)n2ncnc2N1 (stereo not given)
1.0%	1.6%	CCOC(=O)CN1CC23C=CC(O2)C(C(=O)Nc2cc(OC)ccc2OC)C3C1=O (stereo not given)
5.0%	-3.4%	COc1ccccc1CC1S/C(=N\N=C\c2cccc([N+](=O)[O-])c2)NC1=O (stereo not given)
8.5%	-2.5%	Cc1ccc(CNC(=O)c2cccc(OCc3c(C)noc3C)c2)cc1
-14.2%	0.4%	CCNS(=O)(=O)c1ccc(OC)c(C)c1
-6.7%	3.0%	COc1cccc(OC)c1OCCCCCc1c(C)n[nH]c1C
1.1%	-3.8%	COc1ccc(C2/C(=C(\O)c3ccccc3)C(=O)C(=O)N2CCCCCC(=O)O)cc1 (stereo not given)
-0.5%	-1.9%	Cc1ccccc1C(=O)Nc1ccc(S(=O)(=O)Nc2ncccn2)cc1

Remaining list, next part.
MKP-3 inhibition	Hsp70 displacement	SMILES
4.0%	-5.6%	COc1ccc(OC)c(/C=C/C(=O)c2c(-c3ccccc3)c3cc(Br)ccc3[nH]c2=O)c1
1.7%	2.3%	CN1C2C=C(N(CCc3c[nH]c4ccccc34)C(=O)c3ccccc3)CC1CC2 (stereo not given)
0.3%	-4.2%	COC(=O)c1ccc2c(c1)-c1ccc(C(=O)OC)c3cccc-2c13
4.6%	-4.3%	O=C(O)c1ccc(-n2ncc(Cl)c(Cl)c2=O)cc1
-2.1%	3.6%	O=C1c2ccccc2C(=O)N1CSc1ncccn1
/	-0.3%	O=C(CN1C(=O)c2ccccc2S1(=O)=O)NCc1ccc2c(c1)OCO2
/	0.7%	Cc1nn2c(-c3cccc(NC(=O)c4ccco4)c3)nnc2c2ccccc12
0.9%	-1.5%	CCOC(=O)C1C2C(=O)N(c3ccc(C)cc3C)C(=O)C12 (stereo not given)
/	-0.6%	Cc1cccc(Nc2nc(N)nc(CSc3nccc(C)n3)n2)c1
1.3%	3.5%	O=C(c1ccc(COc2ccccc2Br)o1)N1CCCCCC1
4.6%	-1.6%	CCC(=O)N1CCc2cc(Br)cc(S(=O)(=O)N3CCN(C(=O)c4ccco4)CC3)c21
6.1%	-0.8%	C(=Nc1ccc2c(c1)OCCOCCOc1cc(N=Cc3ccccc3)ccc1OCCOCCO2)c1ccccc1
/	2.3%	CCNc1nc(NCC)nc(N2CC(=O)N(CC(=O)OCC)C2=N)n1
-0.5%	-5.1%	COc1ccc(C2C(C(=O)N3CCCC3)CC(=O)N2c2ccc(OC)cc2)cc1 (stereo not given)
/	0.7%	Nc1nc(N)nc(-c2ccc(Cl)cc2)n1
5.5%	2.1%	CCC(=O)N1c2ccccc2NC2=C(C(=O)CC(c3ccccc3)C2)C1c1ccc(F)cc1 (stereo not given)
0.8%	6.7%	Cc1ccc(N=Cc2cccc(C)c2O)c(O)c1
2.2%	-3.9%	CCSc1nc2sc3c(c2c(=O)n1-c1ccc(OC)cc1)CCC3
-8.8%	1.0%	COc1cccc(-c2nc(CS(=O)(=O)CC(=O)NCc3ccccc3OC)c(C)o2)c1
21.8%	2.8%	COc1ccc(-c2cc(=O)oc3c(C)c(OC(C)=O)ccc23)cc1
/	2.4%	Cc1ccc(Cn2nnc3c(=O)n(CC(=O)NCc4ccco4)cnc32)cc1
1.3%	4.7%	COc1ccc(S(=O)(=O)NCCCN2CCOCC2)c2ccccc12
-7.5%	-6.5%	Cc1ccc(-c2nc3nc4ccccc4nc3n2Cc2ccco2)cc1
-1.4%	3.8%	COc1nc(/C(N)=N/O)nc(N2CCCCC2)n1
/	2.4%	OC(COC(c1ccc(Cl)cc1)c1ccc(Cl)cc1)CN1CCCC1 (stereo not given)
0.8%	17.5%	COC(=O)c1c(NC(=O)c2ccc(C)c(C)c2)sc2c1CCCCC2
2.3%	-1.6%	COc1ccc(C(=O)N2CCN(Cc3ccc(SC)cc3)CC2)cc1
/	9.3%	CC1=NN(/C(=N\c2nnc(C)s2)Nc2ccc(C(C)(C)C)cc2)[C@H](c2ccc(C)cc2)S1
-9.2%	1.7%	CCOC(=O)c1sc2nc(C)cc(C)c2c1N
-1.6%	-2.1%	O=C(O)C1CCCCC1C(=O)NCCC1=CCCCC1 (stereo not given)

More entries
MKP-3 inhibition	Hsp70 displacement	SMILES
-1.3%	0.3%	O=C(Nc1ccc(Cl)cc1)Nc1nnc(-c2cccs2)s1
1.8%	-2.5%	COc1ccc(N(CC(=O)N/N=C/c2cc(Br)c(C)o2)S(=O)(=O)c2ccc(NC(C)=O)cc2)cc1
-11.4%	-0.5%	COc1ccccc1C1(CC(=O)O)CCOC(C)(C)C1 (stereo not given)
-4.9%	2.9%	COc1cc(OC)cc(C(=O)N2CCN(c3ccccc3F)CC2)c1
-1.4%	3.4%	O=C(Nc1ccccc1)Nc1nnc(CSCc2ccc(Cl)cc2)s1
5.6%	-1.0%	CN(C)c1nc(OCCNC(=O)Nc2ccccc2)nc(N(C)C)n1
-7.2%	-9.0%	Cc1ccc(/C=C/C2=Cc3c(sc(NC(=O)CSc4n[nH]c(N)n4)c3C#N)C(C)(C)C2)o1
2.9%	3.2%	CCc1cc(C)cc(OCCOc2ccc([N+](=O)[O-])cc2/C=C2/SC(=S)N(C)C2=O)c1
4.3%	-6.5%	COc1ccc(C2=NN(C(C)=O)C(c3ccccc3)C2)cc1 (stereo not given)
-9.0%	3.0%	CSc1ncccc1C(=O)OCC(=O)NC1CCS(=O)(=O)C1 (stereo not given)
3.9%	0.7%	O=C(Nc1ccc2c(c1)oc1ccccc12)c1cc2ccccc2o1
0.1%	0.4%	C=CCNS(=O)(=O)c1ccc(C)c([N+](=O)[O-])c1
-5.1%	6.2%	O=C(O)CCn1c(=O)c2ccccc2c2ccccc2c1=O
/	0.2%	CN(C)c1nc(SCC#N)nc(N2CCOCC2)n1
/	-1.1%	Cc1oc(-c2ccccc2F)nc1CSCC(=O)NCc1ccc2c(c1)OCO2
3.6%	-0.3%	O=C(N1CCOCC1)N1CCN(S(=O)(=O)N2CCCCC2)CC1
2.8%	0.3%	CCOC(=O)c1ccc(-n2c(C)cc(C=O)c2C)cc1
-4.9%	/	CN1CCN(c2ccc(NC(=O)COc3ccccc3Cl)cc2)CC1
/	8.6%	C/C=C/c1c(F)c(F)c(Oc2ccc(C(=O)O)cc2)c(F)c1F
-2.6%	-1.2%	O=C1C=CC(=O)N1c1ccccc1N1C(=O)C=CC1=O
/	1.7%	Nc1nnnn1/N=C/c1ccccc1OCc1ccc(Cl)cc1
/	2.8%	CC(=O)Nc1ccc(NC(=O)CSCc2cnn(-c3ccccc3)c2-n2cccc2)cc1
-10.4%	6.2%	CC(C)CC1NC(=O)N(CC(=O)N2CCN(S(=O)(=O)c3ccc(Cl)cc3)CC2)C1=O (stereo not given)
3.7%	0.8%	C/C(=C\C(=O)c1ccc(Br)cc1)Nc1ccccc1F
/	5.7%	CCS(=O)(=O)Nc1ccc(Cc2ccc(NS(=O)(=O)CC)cc2)cc1
2.0%	-0.4%	OCCNc1nc(C2CC2)nc2c1nnn2Cc1ccccc1Cl
/	-1.2%	CC(C)Nc1ncnc2c1nnn2Cc1ccccc1
-7.1%	3.6%	COc1cc(OC)c(C(=O)NC2CCCCCC2)cc1OC
1.0%	1.9%	O=C(Cc1ccc(Cl)cc1)Nc1ccccc1I
1.1%	-1.0%	COc1ccc(C2/C(=C(\O)c3ccc([N+](=O)[O-])cc3)C(=O)C(=O)N2CCCCCC(=O)O)cc1OC (stereo not given)

Compound profiles, from the list above.
C/C=C/c1c(F)c(F)c(Oc2ccc(C(=O)O)cc2)c(F)c1F is listed as MKP-3 inhibition: /; Hsp70 displacement: 8.6%
CCOC(=O)c1ccc(-n2c(C)cc(C=O)c2C)cc1 is listed as MKP-3 inhibition: 2.8%; Hsp70 displacement: 0.3%

Sorted by value in MKP-3 inhibition (low to high): seven of the compounds above.
SMILES,MKP-3 inhibition,Hsp70 displacement
CC(C)CC1NC(=O)N(CC(=O)N2CCN(S(=O)(=O)c3ccc(Cl)cc3)CC2)C1=O (stereo not given),-10.4%,6.2%
COc1cc(OC)c(C(=O)NC2CCCCCC2)cc1OC,-7.1%,3.6%
O=C(O)CCn1c(=O)c2ccccc2c2ccccc2c1=O,-5.1%,6.2%
COc1cc(OC)cc(C(=O)N2CCN(c3ccccc3F)CC2)c1,-4.9%,2.9%
O=C(Nc1ccccc1)Nc1nnc(CSCc2ccc(Cl)cc2)s1,-1.4%,3.4%
COc1ccc(C2/C(=C(\O)c3ccc([N+](=O)[O-])cc3)C(=O)C(=O)N2CCCCCC(=O)O)cc1OC (stereo not given),1.1%,-1.0%
COc1ccc(C2=NN(C(C)=O)C(c3ccccc3)C2)cc1 (stereo not given),4.3%,-6.5%

Continuation:
MKP-3 inhibition	Hsp70 displacement	SMILES
-4.0%	1.2%	CCOC(=O)CNC(=O)Cn1cnc2c(nnn2-c2ccc(C)cc2)c1=O
-4.8%	2.0%	N#Cc1cccc(-n2nnnc2-c2ccccn2)c1
-0.1%	5.0%	Cn1nnc(C(O)CN2CCOCC2)n1 (stereo not given)
3.5%	-2.3%	COc1ccc([N+](=O)[O-])cc1N(CC(O)CN1CCCCC1)S(=O)(=O)c1ccccc1 (stereo not given)
2.3%	2.8%	O=C1CC(c2ccccc2)=NN1c1nc2ccccc2s1
0.1%	5.4%	Cc1ccc(C)c(C(=O)CCC(=O)Nc2cccnc2)c1
9.3%	-5.9%	O=C(Nc1ccc(-c2nc3ncccc3o2)cc1)c1ccc(-c2ccc(Cl)cc2Cl)o1
-8.3%	2.9%	CN(C)CCNC(=O)Cn1nc(-c2ccc(Cl)cc2)ccc1=O
/	5.2%	O=C1C=C(NCc2ccc(Cl)cc2Cl)C2(CCCCC2)O1
5.2%	1.2%	COc1cc([N+](=O)[O-])cc(/C=C2/C(=O)NC(=O)N(c3cccc(C)c3)C2=O)c1O
3.5%	-4.0%	NC(=O)C1(N2CCCCC2)CCN(Cc2ccccc2Cl)CC1
-13.2%	-4.7%	CCOP1(=O)C=C(C(C)(C)C)OC1c1ccc(F)cc1 (stereo not given)
-2.7%	/	O=C1/C(=C\c2cccs2)SC(=S)N1CCC(=O)N1CCCc2ccccc21
1.9%	1.1%	CCOC(=O)c1cc(C)sc1NC(=O)c1sc2cc(F)ccc2c1Cl
/	-3.5%	COc1ccccc1-c1cc(C(F)(F)F)nc(S(=O)(=O)CCCC(=O)O)n1
-0.4%	0.6%	CCn1ccnc1C(O)c1ccc(OC)c(OC)c1 (stereo not given)
-0.6%	3.8%	CCCOc1ccc(C(=O)c2ccc(F)cc2)cc1OCCC
/	4.6%	CCOc1cc(C(=O)Nc2nnc(CC)s2)ccc1OCC(=O)N1CCOCC1
-7.8%	2.4%	CC(=O)N1CCCc2cc(S(=O)(=O)NCCC3=CCCCC3)ccc21
2.5%	-10.3%	O=c1c2c(nc3cc(-c4ccc(Cl)cc4)[nH]n13)CCCC2
-13.5%	-2.4%	Cn1c(=O)cc(SCC(=O)N2CCN(c3ccccn3)CC2)c2ccccc21
1.3%	-2.2%	O=c1cc(N2CCOCC2)c2ccccc2s1
-12.0%	-1.3%	Fc1cccc(Cl)c1Cn1nnc2c(-n3ccnc3)ncnc21
/	1.5%	O=C(NC1CC1)c1sccc1-n1cccc1
-1.7%	-4.7%	O=S1(=O)N=C(N2CCCc3ccccc32)c2ccccc21
-6.2%	-3.3%	COc1ccc(Cc2nc(-c3cccs3)no2)cc1OC
-3.0%	3.5%	CC[N+](CC)(CC)C/C(N)=N/O
-7.7%	-0.7%	COc1ccc(NC(=O)c2ocnc2C)cc1OC
1.3%	1.2%	C=C(C)C(C)(C#CCN1CCOCC1)OC(C)=O (stereo not given)
